Mdm2 MdmX PPI: human Mdm2/MdmX binding inhibition; O15151+Q00987; inhibition, % at 8 µM; 330,000 tested, 3% active; SaOS-2 split-luciferase Mdm2/MdmX complementation, luminescence;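 active = inhibition of at least 50% at 8 µM in the primary screen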
tim23-1 inh: inhibits growth of tim23-1 mutant yeast; S. cerevisiae tim23-1 growth, BacTiter-Glo luminescence, 24 h; inhibition, % at 20 µM; 330,000 tested, 1.3% active;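 active = growth inhibition of the mutant yeast at or above 50%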;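 note: temperature-sensitive mutant grown at 25 °C; plate controls were DMSO-treated mutant yeast for no effect and medium wells lacking yeast for full effect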
CCR6 antagonist: CCR6 (human) receptor antagonism; CHO-K1 CCR6 PathHunter beta-arrestin, luminescence, CCL20-stimulated; 340,000 tested, 0.49% active; P51684; inhibition, % at 20 µM;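 active = compounds whose inhibition of the agonist-driven luminescence signal at 20 µM reaches about 50%, limit read from the data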;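 note: cells stimulated with CCL20 at 14 nM final; plate controls were DMSO with CCL20 for no effect and DMSO without agonist for full effect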
Target sequence (P51684 whole entry, looked up): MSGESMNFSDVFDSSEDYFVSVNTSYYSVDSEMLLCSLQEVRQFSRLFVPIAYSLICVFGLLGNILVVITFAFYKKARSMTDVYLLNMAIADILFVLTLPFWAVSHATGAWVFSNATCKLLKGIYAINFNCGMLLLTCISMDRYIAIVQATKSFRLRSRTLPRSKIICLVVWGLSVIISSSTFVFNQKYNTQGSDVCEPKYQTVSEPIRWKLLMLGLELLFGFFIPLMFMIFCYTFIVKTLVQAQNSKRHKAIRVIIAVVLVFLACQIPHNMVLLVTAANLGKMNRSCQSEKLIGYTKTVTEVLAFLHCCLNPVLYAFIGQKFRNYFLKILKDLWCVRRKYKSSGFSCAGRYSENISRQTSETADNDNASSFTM
XBP1 UPR activ: activators of adaptive arm of unfolded protein response (XBP1); CHO-XBP1 luciferase reporter, IRE1-XBP1 UPR activation, luminescence; percent of tunicamycin response, DMSO as zero; activation, % at 20 µM; 330,000 tested, 0.33% active; AID 463104;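 active = versus positive control, 20 µM dose yields 30% or more activation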;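 note: 100% = tunicamycin at 10 µg/mL and 0% = DMSO only wells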
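Test system: CHO-XBP1 luciferase reporter cells | Buffer or medium: Serum-containing F12 medium, 10% FBS | Schedule: 6 h compound exposure at 37 °C, 5% CO2 | Detection: Steady-Glo luciferase glow luminescence, 10 min after reagent addition | Read-out basis: Activation, % of tunicamycin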
APJ ag: APJ receptor agonism | P35414 | CHO-K1 APJ PathHunter beta-arrestin, luminescence; 0% DMSO wells, 100% apelin | 330,000 tested, 0.11% active | activation, % at 20 µM | AID 2520;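 active = activation more than six SD over the plate average, tested at 20 µM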;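 note: 0% = DMSO alone and 100% = apelin-13 at 10 nM; some results filed as inactive read as strong as hits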
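Test system: CHO-K1 APJ beta-arrestin complementation cell line. Amount: cell density 1000 per well. Controls: DMSO negative, 10 nM Apelin-13 positive. Signal: luminescent beta-gal fragment complementation, chemiluminescent substrate. Read-out basis: agonist-driven arrestin binding to APJ. Timing: compound stimulation 90 min at 25 °C, detection 60 min.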
CXCR6 inh: blocks human CXCR6 beta-arrestin recruitment | O00574 | CHO-K1 PathHunter CXCR6 beta-arrestin, luminescence | inhibition, % at 20 µM | 360,000 tested, 0.36% active; in the data active = inhibition above about 34%, passing the limit was not always enough;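 note: antagonist mode with CXCL16 agonist at 10 nM final; 0% = 10 nM CXCL16 with DMSO and 100% = unstimulated wells without agonist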
Target sequence (O00574 whole entry, looked up): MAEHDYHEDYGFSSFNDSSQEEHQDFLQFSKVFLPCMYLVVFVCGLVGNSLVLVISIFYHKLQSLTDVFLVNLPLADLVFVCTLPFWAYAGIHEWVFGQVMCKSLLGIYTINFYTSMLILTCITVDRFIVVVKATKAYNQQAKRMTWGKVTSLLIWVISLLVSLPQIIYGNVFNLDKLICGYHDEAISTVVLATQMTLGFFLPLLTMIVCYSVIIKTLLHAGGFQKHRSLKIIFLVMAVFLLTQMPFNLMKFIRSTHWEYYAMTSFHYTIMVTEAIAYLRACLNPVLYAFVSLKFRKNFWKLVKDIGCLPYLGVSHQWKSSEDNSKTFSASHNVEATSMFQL
CHOP UPR activ: apoptotic UPR (CHOP) activation; CHO-CHOP luciferase reporter, luminescence; percent of tunicamycin response over DMSO baseline; activation, % at 10 µM; 330,000 tested, 0.34% active; AID 449763;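 active = at 10 µM dose, activation of 40% or more, normalized to positive control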;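 note: 100% = tunicamycin at 10 µg/mL and 0% = DMSO alone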
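Test system: CHO CHOP reporter cells. Input: 500 CHO-CHOP cells per well. Medium: F12 with 10% FBS. Technique: luciferase luminescence. Measure: percent activation relative to tunicamycin control. Dosing: 10 µM compound, 0.5% DMSO. Timing: 16-18 h cell attachment, then 6 h compound exposure, 37 °C.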
APJ antag: APJ receptor antagonism; 330,000 tested, 0.32% active; inhibition, % at 20 µM; CHO-K1 APJ beta-arrestin complementation, luminescence; P35414; AID 2521;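 active = inhibition above about 40% at 20 µM, limit read from the data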;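 note: cells challenged with 10 nM apelin-13 agonist together with compound; plate controls were apelin-13 plus DMSO wells for no effect and DMSO wells lacking apelin-13 for full effect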
EBI2 block: blocks human EBI2 receptor beta-arrestin signaling | EBI2 beta-arrestin recruitment, luminescence, 7a,25-OHC stimulated | inhibition, % at 5 µM | 360,000 tested, 0.81% active; in the data active = inhibition above about 38%;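 note: enzyme fragment complementation signal reports receptor beta-arrestin coupling in cells; 0% = agonist plus DMSO wells and 100% = wells without agonist; some results beyond the cut were filed as inactive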
Target sequence (P32249 whole entry, looked up, the tested form may be a part): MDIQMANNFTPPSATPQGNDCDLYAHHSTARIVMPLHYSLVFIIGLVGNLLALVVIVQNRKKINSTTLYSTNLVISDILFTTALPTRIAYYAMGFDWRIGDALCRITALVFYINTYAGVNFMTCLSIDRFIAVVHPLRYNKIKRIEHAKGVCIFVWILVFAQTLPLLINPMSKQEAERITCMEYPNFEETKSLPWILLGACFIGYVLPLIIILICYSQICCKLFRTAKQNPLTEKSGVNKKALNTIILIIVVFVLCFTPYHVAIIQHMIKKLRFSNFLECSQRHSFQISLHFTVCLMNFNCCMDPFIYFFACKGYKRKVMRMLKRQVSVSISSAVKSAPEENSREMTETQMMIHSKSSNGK
Numbers without * were called inactive.

Screening Cc1ccc(-n2c(SCC(=O)Nc3ccc(Cl)cc3)nc(O)cc2=O)cc1 returned Mdm2 MdmX PPI 22, tim23-1 inh 1, CCR6 antagonist 12, XBP1 UPR activ -2, APJ ag -1, CXCR6 inh 9, CHOP UPR activ 2.5, APJ antag -3 and EBI2 block -8.
C#CCOCCOCCOCCNc1nc(N2CCN(C(=O)CCCCCCCCCCNC(=O)[C@H](CCCCN)n3cc(C)nn3)CC2)nc(N2CCN(C(=O)CCCCCCCCCCNC(=O)[C@H](CCCCN)n3cc(CCCC(=O)O)nn3)CC2)n1 was read as Mdm2 MdmX PPI 2, tim23-1 inh 24, CCR6 antagonist 6, XBP1 UPR activ 0, APJ ag -4, CXCR6 inh 3, CHOP UPR activ 0.2, APJ antag 14 and EBI2 block -6.
`Cc1cc(C)nc(NS(=O)(=O)c2ccc(N/C=C\C(=O)c3ccc(Cl)cc3)cc2)n1` gave Mdm2 MdmX PPI 32, tim23-1 inh 3, CCR6 antagonist -3, XBP1 UPR activ 4, APJ ag 1, CXCR6 inh -4, CHOP UPR activ -2.3, APJ antag -4 and EBI2 block -9.
Screening CCOC(=O)c1c(NC(=S)Nc2ccccc2)sc(C)c1C returned Mdm2 MdmX PPI -10, tim23-1 inh -6, CCR6 antagonist 18, XBP1 UPR activ 0, APJ ag 0, CXCR6 inh 5, CHOP UPR activ 1.4, APJ antag 17 and EBI2 block 8.
Screening O=C(c1ccccc1F)N1CCN(c2cccc(C(F)(F)F)c2)CC1 returned Mdm2 MdmX PPI 16, tim23-1 inh 34, CCR6 antagonist 0, XBP1 UPR activ -1, APJ ag -2, CXCR6 inh -3, CHOP UPR activ 0.5, APJ antag 13 and EBI2 block -12.
Screening COc1ccc(NC(=S)NCCc2c(C)[nH]c3ccc(OC)cc23)cc1 returned Mdm2 MdmX PPI -21, tim23-1 inh 28, CCR6 antagonist 16, XBP1 UPR activ 3, APJ ag -1, CXCR6 inh -7, CHOP UPR activ -0.5, APJ antag 17 and EBI2 block 12.
Screening COc1cc(/C=N\NC(=O)c2ccc(=O)[nH]n2)cc(OC)c1OC returned Mdm2 MdmX PPI 4, tim23-1 inh -7, CCR6 antagonist -1, XBP1 UPR activ -2, APJ ag -3, CXCR6 inh -8, CHOP UPR activ 1.4, APJ antag 15 and EBI2 block -6.
CC(CN1CCCCC1)OC(=O)/C=C/c1ccccc1 (stereo not given) was read as Mdm2 MdmX PPI 0, tim23-1 inh 3, CCR6 antagonist 3, XBP1 UPR activ 0, APJ ag -5, CXCR6 inh -10, CHOP UPR activ 0.0, APJ antag -14 and EBI2 block 1.
Screening CC1=C(C(N)=O)C(c2ccccn2)n2nc(SCc3ccccc3)nc2N1 (stereo not given) returned Mdm2 MdmX PPI 13, tim23-1 inh 17, CCR6 antagonist -8, XBP1 UPR activ 1, APJ ag 5, CXCR6 inh 6, CHOP UPR activ 0.6, APJ antag -13 and EBI2 block 2.
For Cc1nc2scc(-c3cccs3)c2c(=O)n1N the results were Mdm2 MdmX PPI 12, tim23-1 inh 10, CCR6 antagonist 2, XBP1 UPR activ 2, APJ ag 1, CXCR6 inh 0, CHOP UPR activ 1.6, APJ antag 4 and EBI2 block 0.
O=C(Nc1cc(C(F)(F)F)ccc1N1CCCC1)C1CCCO1 (stereo not given) was read as Mdm2 MdmX PPI 1, tim23-1 inh -6, CCR6 antagonist 8, XBP1 UPR activ 0, APJ ag -4, CXCR6 inh 6, CHOP UPR activ -0.9, APJ antag 1 and EBI2 block -5.
Cc1ccccc1OCCC(=O)OCC(=O)NCCNC(=O)COC(=O)CCOc1ccccc1C was read as Mdm2 MdmX PPI 19, tim23-1 inh 5, CCR6 antagonist 2, XBP1 UPR activ 3, APJ ag 0, CXCR6 inh -8, CHOP UPR activ 0.7, APJ antag -13 and EBI2 block -12.
`COCCn1c(SCC(=O)N2CCOCC2)nnc1-c1ccco1` gave Mdm2 MdmX PPI 7, tim23-1 inh -5, CCR6 antagonist -2, XBP1 UPR activ 0, APJ ag -2, CXCR6 inh 0, CHOP UPR activ 0.7, APJ antag 13 and EBI2 block -12.
For CCC(=O)Nc1nc(-c2ccc3c(c2)OCCO3)cs1 the results were Mdm2 MdmX PPI -195, tim23-1 inh 30, CCR6 antagonist -8, XBP1 UPR activ 3, APJ ag -3, CXCR6 inh -8, CHOP UPR activ 3.2, APJ antag 1 and EBI2 block -3.
CCN(CC)c1ccc(NC(=S)NCC2CCCO2)cc1 (stereo not given) was read as Mdm2 MdmX PPI 13, tim23-1 inh 1, CCR6 antagonist 9, XBP1 UPR activ 3, APJ ag -2, CXCR6 inh -2, CHOP UPR activ 0.6, APJ antag 3 and EBI2 block 4.
For COc1ccc(NC(=S)NN2CCOCC2)cc1OC the results were Mdm2 MdmX PPI 6, tim23-1 inh 2, CCR6 antagonist -21, XBP1 UPR activ -1, APJ ag -4, CXCR6 inh -3, CHOP UPR activ -0.9, APJ antag 10 and EBI2 block -6.
COCCN=C(NS(=O)(=O)c1cccs1)c1ccccc1Cl was read as Mdm2 MdmX PPI 26, tim23-1 inh 17, CCR6 antagonist -3, XBP1 UPR activ -3, APJ ag -1, CXCR6 inh 7, CHOP UPR activ 2.5, APJ antag -7 and EBI2 block -10.
`C[C@]12CC[C@@H]3c4cc(O)c(O)cc4CC[C@H]3[C@@H]1CC[C@@H]2O` gave Mdm2 MdmX PPI 30, tim23-1 inh 8, CCR6 antagonist 3, XBP1 UPR activ -3, APJ ag -1, CXCR6 inh -2, CHOP UPR activ 22, APJ antag 0 and EBI2 block 2.
For COc1ccc(NC(=O)CN(C)C(=O)c2sc3cc(Cl)ccc3c2Cl)cc1 the results were Mdm2 MdmX PPI 33, tim23-1 inh 17, CCR6 antagonist 8, XBP1 UPR activ -1, APJ ag 2, CXCR6 inh -2, CHOP UPR activ -1.3, APJ antag 9 and EBI2 block -20.
For Cc1ccc(C(=O)NNC(=O)c2ccncc2)cc1C the results were Mdm2 MdmX PPI -4, tim23-1 inh -12, CCR6 antagonist 8, XBP1 UPR activ -5, APJ ag 1, CXCR6 inh 1, CHOP UPR activ -0.9, APJ antag -4 and EBI2 block 2.
Screening CC(C)N=C(Nc1ccccc1)c1cccnc1 returned Mdm2 MdmX PPI -36, tim23-1 inh 21, CCR6 antagonist -9, XBP1 UPR activ -1, APJ ag 3, CXCR6 inh -6, CHOP UPR activ 0.6, APJ antag -15 and EBI2 block -9.
Screening CCOC(=O)c1c(NC(=O)CSC(=S)N2CCOCC2)sc(C)c1C returned Mdm2 MdmX PPI 0, tim23-1 inh -3, CCR6 antagonist -1, XBP1 UPR activ -1, APJ ag -2, CXCR6 inh 3, CHOP UPR activ -2.4, APJ antag -7 and EBI2 block 12.
For COc1ccc(CNS(=O)(=O)c2cc(-c3cc(C)no3)ccc2OC)cc1OC the results were Mdm2 MdmX PPI 3, tim23-1 inh 15, CCR6 antagonist -4, XBP1 UPR activ 3, APJ ag 0, CXCR6 inh 1, CHOP UPR activ 2.9, APJ antag -6 and EBI2 block -8.
For O=C1NC(=O)/C(=C/c2ccc(OS(=O)(=O)c3ccc(F)cc3F)cc2)N1 the results were Mdm2 MdmX PPI 20, tim23-1 inh -8, CCR6 antagonist 3, XBP1 UPR activ -3, APJ ag 2, CXCR6 inh -5, CHOP UPR activ -1.0, APJ antag 12 and EBI2 block -20.
Screening CCn1c(COc2ccccc2)nnc1SCC(=O)Nc1cc(C)ccc1OC returned Mdm2 MdmX PPI -8, tim23-1 inh 24, CCR6 antagonist 7, XBP1 UPR activ 3, APJ ag -3, CXCR6 inh -8, CHOP UPR activ 0.0, APJ antag 2 and EBI2 block 8.
For COc1ccc(C(=O)NC(=S)NC2CCCCC2)cc1 the results were Mdm2 MdmX PPI -58, tim23-1 inh 63*, CCR6 antagonist 14, XBP1 UPR activ 5, APJ ag 2, CXCR6 inh 10, CHOP UPR activ 6.5, APJ antag -5 and EBI2 block 17.
For CCN(CC)C(=O)C1CCN(S(=O)(=O)c2ccc(-n3cnnn3)cc2)CC1 the results were Mdm2 MdmX PPI 4, tim23-1 inh -7, CCR6 antagonist 11, XBP1 UPR activ 0, APJ ag -3, CXCR6 inh -8, CHOP UPR activ 0.7, APJ antag 22 and EBI2 block -6.
Screening Cc1cc(C)c2nc(NNC(=O)c3cc(-c4cccs4)nc4ccccc34)sc2c1 returned Mdm2 MdmX PPI 77*, tim23-1 inh 42, CCR6 antagonist 12, XBP1 UPR activ -1, APJ ag -2, CXCR6 inh 7, CHOP UPR activ -2.2, APJ antag -2 and EBI2 block -1.
`O=C(Nc1nc2ccccc2[nH]1)c1ccc(F)c(S(=O)(=O)N2CCOCC2)c1` gave Mdm2 MdmX PPI -51, tim23-1 inh 13, CCR6 antagonist -18, XBP1 UPR activ 0, APJ ag 1, CXCR6 inh -13, CHOP UPR activ 5.0, APJ antag 5 and EBI2 block -14.
COc1cc(C(C(=O)NC2CCCC2)N(C(=O)Cc2cccs2)C2CC2)cc(OC)c1OC (stereo not given) was read as Mdm2 MdmX PPI 7, tim23-1 inh 4, CCR6 antagonist -2, XBP1 UPR activ -3, APJ ag -1, CXCR6 inh -5, CHOP UPR activ -2.2, APJ antag 7 and EBI2 block -2.
O=C(CSc1nnc(-c2cccnc2)o1)c1cc2ccccc2oc1=O was read as Mdm2 MdmX PPI 30, tim23-1 inh 26, CCR6 antagonist -7, XBP1 UPR activ 0, APJ ag -2, CXCR6 inh 8, CHOP UPR activ -0.6, APJ antag 11 and EBI2 block 3.
For CC(Sc1n[nH]c(=O)n1Cc1ccccc1)C(=O)NC1CCCCC1C (stereo not given) the results were Mdm2 MdmX PPI 5, tim23-1 inh 10, CCR6 antagonist 13, XBP1 UPR activ -1, APJ ag 1, CXCR6 inh 5, CHOP UPR activ 1.1, APJ antag 13 and EBI2 block 3.
`O=S(=O)(Nc1cccc(Br)c1)c1cccc2nsnc12` gave Mdm2 MdmX PPI 28, tim23-1 inh 28, CCR6 antagonist 19, XBP1 UPR activ -3, APJ ag -2, CXCR6 inh 6, CHOP UPR activ -0.5, APJ antag 16 and EBI2 block -2.
`Cc1cc(Br)ccc1NC(=O)CNC(=O)CN1C(=O)NC2(CCCCCC2)C1=O` gave Mdm2 MdmX PPI -11, tim23-1 inh 18, CCR6 antagonist -3, XBP1 UPR activ -1, APJ ag -4, CXCR6 inh 3, CHOP UPR activ -2.3, APJ antag 7 and EBI2 block -5.
Screening N#Cc1ccc(NCC(=O)Nc2ccc3c(c2)OCCO3)cc1 returned Mdm2 MdmX PPI -17, tim23-1 inh 19, CCR6 antagonist 12, XBP1 UPR activ -3, APJ ag -2, CXCR6 inh -2, CHOP UPR activ -0.1, APJ antag 4 and EBI2 block 2.

Bioassay records as filed in PubChem.

Not all compounds are listed; count on the stated rates, not on these rows.
